# Assay outcomes deposited in PubChem BioAssay by National Center for Advancing Translational Sciences (NCATS).
# GCN5L2 inh: GCN5L2 (KAT2A) acetyltransferase inhibition; Q92830; GCN5L2 HAT assay, ThioGlo1 CoA-SH fluorescence; Potency, µM (top dose mostly 58.9 µM), without a hit: at the highest dose activity change, negative = inhibition, hits mostly inhibitors; 390,000 tested, 0.21% active
#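 Preincubate 20nM GCN5L2 with compound 15 min, RT → add 50uM ThioGlo1 + 75uM H3(1-25) + 70uM acetyl-CoA → read fluorescence 0 and 20 min. Primary qHTS; fluorescent artifacts likely.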
# N370S GC mod: inhibitors or activators of N370S glucocerebrosidase for Gaucher disease; AID 2101; N370S GC spleen homogenate, 4MU-glucoside fluorescence; Potency, µM (highest dose often 59.4 µM), for inactives: at the top dose activity change, negative = inhibition, most hits filed as inhibitors; P04062; 330,000 tested, 0.092% active;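 also: 0% = full enzyme activity and -100% = no enzyme basal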
# FEN1 inhibitor: inhibitors of human flap endonuclease 1 | P39748 | Recombinant FEN1 flap cleavage, fluorescence, 15 min | Potency, µM (highest dose often 114 µM), inactives show top-dose activity change, negative = inhibition, actives largely listed as inhibitors | 390,000 tested, 0.35% active; also: nearly all actives have a fitted effect of over 65% in size
# Target sequence (P39748 whole entry, looked up): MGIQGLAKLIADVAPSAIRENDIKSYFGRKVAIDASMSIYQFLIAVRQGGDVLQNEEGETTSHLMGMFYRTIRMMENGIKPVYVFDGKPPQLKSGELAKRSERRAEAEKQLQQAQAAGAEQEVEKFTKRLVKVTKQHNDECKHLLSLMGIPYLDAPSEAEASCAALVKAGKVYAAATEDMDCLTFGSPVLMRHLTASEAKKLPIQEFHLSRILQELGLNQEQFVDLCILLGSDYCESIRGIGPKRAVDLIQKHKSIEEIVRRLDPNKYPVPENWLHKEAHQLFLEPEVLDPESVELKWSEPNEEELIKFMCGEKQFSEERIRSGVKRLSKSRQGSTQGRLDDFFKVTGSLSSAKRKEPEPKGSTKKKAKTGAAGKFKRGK
#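 Nuclease activity of 10 nM FEN1 was measured after 15 min of room-temperature exposure to titrated compounds, by adding 50 nM flap substrate and reading plates at 0 and 15 min.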
# * marks the source's active call; other numbers are inactive results; ? = inconclusive; nt = not tested or not shown; & = joins results of further samples; [ ] = another dose, or the depositor's remark. Calls follow the shape of the dose curve; as a rule, active = well fitted curve in the direction sought with a large enough effect; inconclusive = small, poorly fitted or top-dose-only effect, or another doubt; inactive = no such curve, though single readings can be large; an effect the other way counts as inactive or inconclusive. Unless noted, % is scaled to controls: 0 for no effect and ±100 for the full control effect; potency is read from the fitted curve at half-maximal effect.
# A first look, four compounds:
# Order of results – FEN1 inhibitor, GCN5L2 inh, N370S GC mod
> COC(=O)[C@@H](NC(=O)Nc1ccccc1F)C(C)C
    -21%, 3%, -1%
> CCn1c(=O)cc(OCC(=O)NC2CCCCC2)c2ccccc21
    -4%, -5%, -11%
> Cc1ccc(CNC(=O)c2ccc(N3CCCC3=O)cc2)cc1
    -11%, -5%, 29%
> CC(C)N1CC(COc2ccc(Cl)cc2Cl)OC1=O (stereo not drawn)
    -14%, -2%, 0%

# The whole of this part, from the start:
# Order of results – FEN1 inhibitor, GCN5L2 inh, N370S GC mod
> COC(=O)[C@@H](NC(=O)Nc1ccccc1F)C(C)C
    -21%, 3%, -1%
> CCn1c(=O)cc(OCC(=O)NC2CCCCC2)c2ccccc21
    -4%, -5%, -11%
> Cc1ccc(CNC(=O)c2ccc(N3CCCC3=O)cc2)cc1
    -11%, -5%, 29%
> CC(C)N1CC(COc2ccc(Cl)cc2Cl)OC1=O (stereo not drawn)
    -14%, -2%, 0%
> Cc1nn2c(Nc3ccc(F)cc3)c3c(nc2c1-c1ccccc1)CCC3
    4%, 3%, 1%
> Cc1cc(/C=C2/NC(=O)NC2=O)c(C)n1-c1ccncc1
    -5%, -7%, -1%
> CN(CCOc1ccccc1)C(=O)CNC(=O)c1ccc(C(C)(C)C)cc1
    -18%, 3%, nt
> O=S(=O)(NC1CCCCC1Nc1ccccc1)c1ccccc1 (stereo not drawn)
    11%, -2%, 7%
> CCCC1OC2CC3C4CCC5=CC(=O)C=CC5(C)C4C(O)CC3(C)C2(C(=O)CO)O1 (stereo not drawn)
    nt, -15%, -2%
> O=C(Nc1cccc(Cl)c1)c1ccc(=O)[nH]n1
    -16%, 1%, -11%
> Cc1cccc(NC(=O)CSc2nccn2-c2cccc(Cl)c2)c1C
    -13%, -9%, nt
> O=C(Nc1cc(-c2ccc(Cl)cc2)no1)c1ccc(F)cc1
    -2%, 2%, nt
> N#CCC(=O)Nc1ccc(C(=O)NCC2(N3CCOCC3)CCCCC2)cc1
    12%, -4%, nt
> CCCc1noc(-c2ccc(NCc3ccccc3OC)c([N+](=O)[O-])c2)n1
    -5%, -2%, nt
> C(=C\c1ccccc1)/C=N/Nc1nc(N2CCCCC2)nc(N2CCCCC2)n1
    -5%, -3%, 11%
> O=C(Cc1csc(-c2ccc(Cl)cc2)n1)Nc1cccc(S(=O)(=O)NC2=NCCC2)c1
    3%, 0%, nt
> Cc1ccc2c(c1)c1c(c(=O)n(-c3cccc(Cl)c3)c(=O)n1C)n2C
    0%, -1%, nt
> COC(=O)c1cc(Br)ccc1NC(=O)CSCc1c(C)noc1C
    -11%, -7%, nt
> Cc1cc(Cl)ccc1C(=O)C1CCCN(C(=O)CCN2CCCO2)C1 (stereo not drawn)
    2%, 12%, -21%
> Cc1cc(C(=O)Nc2nnc(C3CCCCC3)s2)cs1
    -15%, -12%, 6%
> C/C(=N\O)C(C)Oc1ccc(Cl)cc1 (stereo not drawn)
    -2%, -3%, -3%
> Cc1nc2nc(CNC(=O)c3cccc(F)c3)nn2c(C)c1CCC(=O)Nc1ccc(F)cc1
    -5%, -7%, nt
> COC(=O)CSc1nc2ccccc2n1CC(=O)N(C(C)C)C(C)C
    -6%, -1%, -3%
> N=c1c2c(n(Cc3ccc(Br)cc3)c3c1CCC3)CCCC2
    0%, 3%, -4%
> O=C(NC1CC2CCCC(C1)N2S(=O)(=O)c1ccccc1)c1ccco1 (stereo not drawn)
    -6%, -4%, 9%
> COc1ccc(NC(=O)Cn2c(=O)n(Cc3ccc(C(=O)NCc4ccccc4Cl)cc3)c(=O)c3ccccc32)cc1
    -11%, 3%, nt
> O=C(NCCC1=CCCCC1)c1ccc2c(=O)n3c(nc2c1)CCCCC3
    10%, -8%, 19%
> Fc1ccccc1/C=N/Nc1ncnc2nc[nH]c12
    ?, -8%, 14%
> O=C(COC(=O)C1CCC(=O)N1)Nc1cccc([N+](=O)[O-])c1 (stereo not drawn)
    10%, -1%, nt
> COCCCN(C(=O)CSCC(=O)Nc1cccc(C)c1)c1c(N)n(Cc2ccccc2)c(=O)[nH]c1=O
    0%, 3%, -9%
> COc1ccccc1N1CC(O)=C(c2nc3ccccc3s2)C1=N
    -10%, -9%, 3%
> O=C(OCc1cc(=O)n2ccsc2n1)c1ccccc1NCCO
    9%, -21%, nt
> COCCNS(=O)(=O)c1ccc(F)c(OC)c1
    9%, -3%, -7%
> O=C(Nc1nccs1)C1CC(=O)N(c2ccccc2)C1 (stereo not drawn)
    15%, -5%, 6%
> COc1ccc(NC(=O)C2CCCCN2CC(=O)OCc2ccccc2)cc1OC (stereo not drawn)
    -1%, -6%, 0%
> CC(C)(C)C(=O)NC(NC(=S)Nc1sc2c(c1C#N)CCCC2)C(Cl)(Cl)Cl (stereo not drawn)
    11%, -27%, 18%
> O=C(c1cc(-c2cccc(Cl)c2)on1)N1CCCCC1
    14%, 5%, nt
> O=C(NCc1ccco1)C1CCCN1C(=O)Nc1ccc(Br)cc1 (stereo not drawn)
    -1%, -7%, -2%
> COc1ccc(CN(C)C(=O)C(Cc2ccccc2)NC(=O)c2ccccc2)cc1F (stereo not drawn)
    2%, 2%, -12%
> CCSc1nnc(NC(=O)c2ccc(C)cc2)s1
    1%, -4%, -9%
> Cc1c(C(=O)NCc2ccccc2)sc2nc[nH]c(=O)c12
    12%, 3%, nt
> CCOc1ccc(NC(=O)CN2CCN(CC(=O)Nc3ccc(Cl)c(C(F)(F)F)c3)CC2)cc1
    -2%, -5%, -24%
> Cc1cc(NC(=O)CSc2nc3c(c(=O)n2-c2ccc(Br)cc2)SCC3)no1
    -9%, 2%, 3%
> N#CC1=C(N)Oc2n[nH]c(-c3ccccn3)c2C1c1c(F)cccc1Cl (stereo not drawn)
    8%, -1%[0.501 µM], 6%
> CCOCCCNS(=O)(=O)c1ccc(OC)c(Cl)c1Cl
    7%, 1%, 6%
> Cc1ccc2oc(-c3ccc(C)c(NC(=O)c4ccc(N5CCC(C)CC5)c([N+](=O)[O-])c4)c3)nc2c1
    14%, 13%, nt
> O=C(COc1ccc(Cl)cc1)NNC(=O)c1ccncc1
    3%, -5%, nt
> CC(=O)Nc1ccc(N(C(=O)c2ccco2)C(C(=O)NC2CCCC2)c2ccc(N(C)C)cc2)cc1 (stereo not drawn)
    13%, -1%, -2%
> O=C(Cc1ccccc1)NC(=S)Nc1ccc2oc(-c3ccccc3)nc2c1
    nt, -3%, 2%
> C[N+]1(C2CCC3CCCC2C3O)CCCCC1 (stereo not drawn)
    1%, -8%, 0%
> CCC(C)N1C(=O)CCC1C(=O)NCCc1ccc(Cl)cc1 (stereo not drawn)
    6%, -24%, -4%
> O=C(N/C(=C/c1cccnc1)C(=O)N1CCOCC1)c1ccco1
    -1%, 9%, 8%
> N/C(=N\OC(=O)c1cc(Cl)ccc1Cl)c1cccnc1
    6%, -9%, 2%
> COc1ccccc1C(=O)NCCC(=O)NCC1COc2ccccc2O1 (stereo not drawn)
    23%, -7%, nt
> CN1CCC(N(C)S(=O)(=O)c2ccc(NC(=O)Cc3ccc(F)cc3)cc2)CC1
    6%, 4%, nt
> CCc1cccc2c1NC(=O)C2(O)CC(=O)c1cccs1 (stereo not drawn)
    7%, 3%, -2%
> CCc1nnc(NC(=O)c2ccc(S(=O)(=O)N(CC)CC)cc2)s1
    1%, -4%, 8%
> CCOC(=O)c1ccccc1NC(=S)N1CCC(N2CCCCC2)CC1
    1%, 3%, -1%
> NCc1oc(-c2ccccc2)cc1C(=O)O
    -4%, -6%, 0%
> CCC(CC)C(=O)Nc1ccc(C)c(O)c1
    1%, 29%, 2%

# 3 entries from above, comma-delimited.
compound,FEN1 inhibitor,GCN5L2 inh,N370S GC mod
CCOCCCNS(=O)(=O)c1ccc(OC)c(Cl)c1Cl,7%,1%,6%
CCc1cccc2c1NC(=O)C2(O)CC(=O)c1cccs1 (stereo not drawn),7%,3%,-2%
NCc1oc(-c2ccccc2)cc1C(=O)O,-4%,-6%,0%

# (next part)
# Order of results – FEN1 inhibitor, GCN5L2 inh, N370S GC mod
> O=C(O)CCN1C(=O)c2ccc(NC(=O)Cc3ccc(Cl)cc3)cc2C1=O
    1%, -7%, -1%
> COCCNC(=O)CNC(c1ccccc1)c1ccccc1
    nt, -4%, 3%
> O=C(NC1CCC(CC2CCC(NC(=O)C(Cl)Cl)CC2)CC1)C(Cl)Cl (stereo not drawn)
    0%, -5%, -5%
> CCn1c(=O)cc(O)c2c(=O)n(C)c(=O)n(C)c21
    -3%, 0%, 5%
> COc1ccc(C2c3c(oc4ccc(C)cc4c3=O)C(=O)N2c2cc(C)ccn2)cc1OC (stereo not drawn)
    nt, -13%, -6%
> COc1cc(Nc2cc(C)nc3ncnn23)cc(OC)c1
    -3%, -5%, -3%
> Cc1cc(C)cc(N(CC(=O)Nc2c(C)n(C)n(-c3ccccc3)c2=O)S(C)(=O)=O)c1
    -2%, -3%, -7%
> CCOc1ccc2nc(SCc3ccc(C(=O)OC)o3)[nH]c2c1
    -4%, -2%, -4%
> CCCCN1C(=O)C(=O)N(CC(=O)N2CCc3ccccc32)C1=O
    -3%, -5%, nt
> Cc1c(Cl)cccc1NC(=O)CNc1ccccc1F
    0%, -7%, 5%
> CC1=C(C(=O)Nc2ccc(C)cc2C)C(c2ccc(Br)cc2)n2ncc(C(=O)Nc3cccc(C)c3)c2N1 (stereo not drawn)
    -1%, 6%, nt
> CC1CN(C(=O)CCC(=O)NCc2cccnc2)c2ccccc2O1 (stereo not drawn)
    6%, ?, -3%
> CC(C)c1ccccc1NC(=O)COC(=O)CNC(=O)c1ccc(Br)cc1
    2%, -2%, 2%
> COc1ccc(-c2oc3ccccc3c(=O)c2O)cc1
    nt, -1%, -5%
> COc1ccc(Cl)cc1/C=N/NC(=O)c1c(-c2ccccc2)noc1C
    -18%, -10%, 21%
> CCN(CC)S(=O)(=O)c1ccc(NC(=O)COC(=O)c2cnc(C)cn2)cc1
    1%, -7%, -4%
> Cc1cccc(OCC(=O)Nc2nnc(S(=O)(=O)N3CCCCCC3)s2)c1
    11%&1%, 1%&1%, 2%
> CC(=O)N/C(=N/c1nc(C)cc(C)n1)Nc1cc(C)cc(C)c1
    -2%, 4%, -6%
> O=C(COC(=O)c1ccc(Br)o1)Nc1cccc(S(=O)(=O)N2CCCCC2)c1
    -5%, -12%, nt
> CC1(C)OC2CO[C@]3(COS(N)(=O)=O)OC(C)(C)OC3C2O1 (stereo partly drawn)
    nt, -19%, 1%
> CC1(C)Cc2c(c(N3CCOCC3)nc3sc(C(=O)Nc4cccc(Cl)c4)c(N)c23)CO1
    3%, -2%, -8%
> COc1ccc(-c2coc3cc4oc(=O)cc(-c5ccccc5)c4cc23)cc1F
    -3%, 25%, 9%
> O=C(NCC1c2ccccc2CCN1C(=O)CN1CCOCC1)C1CCCCC1 (stereo not drawn)
    -2%, -5%, 2%
> O=C(Nc1ccc(F)cc1F)C1CC(=O)N(Cc2ccccc2)C1 (stereo not drawn)
    -17%, -17%, nt
> Cc1nn(CC(=O)NCCCN2CCC(Cc3ccccc3)CC2)c(=O)c2cc(-c3ccccc3)nn12
    -10%, -4%, -6%
> CCOC(=O)c1ccc(NC(=O)c2ccc(NC(=O)C3CCCO3)cc2)cc1 (stereo not drawn)
    -12%, -6%, -1%
> CC(C)OC(=O)CNc1n[nH]c(=S)[nH]c1=O
    -3%, -3%, -3%
> CSc1nc(N)nc2c1ncn2CC(=O)NCCNc1ccc([N+](=O)[O-])cn1
    0%, -2%, nt
> CC1CC(C)(C)NC(=S)N1CCCC(=O)N1CCN(c2ccccc2F)CC1 (stereo not drawn)
    -2%, 0%, -1%
> CCOC(=O)C1=C(CSc2nccn2C)NC(=O)NC1c1ccc2c(c1)OCO2 (stereo not drawn)
    2%, 2%, 5%
> Cc1ccc(/C=C2/SC(=S)N(CCC(=O)N3CCOCC3)C2=O)cc1
    -2%, 3%, -5%
> c1ccc2oc(-c3ccc(Nc4nc(N5CCCCC5)nc(N5CCOCC5)n4)cc3)nc2c1
    nt, -4%, 6%
> CC(C)n1cc(CN2CCC(n3nccc3NC(=O)CCCc3ccccc3)CC2)cn1
    -3%, -6%, 1%
> CCCN1CCN(CCCNC(=O)c2cc3c(Cl)nc4ccccc4c3s2)CC1
    45µM*, -6%, nt
> Cc1c(-c2ccccc2)nc2ccccc2c1C(=O)NCc1cccs1
    -1%, 33%[activator], 4%
> Cc1[nH][nH]c(=O)c1C(c1cc2c(cc1Br)OCO2)c1c(C)[nH][nH]c1=O
    4%, -4%, -15%
> O=C(Cn1c(SCC(=O)Nc2ccc(F)cc2)nc2ccccc21)NCc1ccccc1Cl
    2%, 25%, nt
> Clc1c(OCCCn2ccnc2)ccc2ccccc12
    -16%, -2%, -15%
> Cc1ccc(N2CCN(c3ncccc3[N+](=O)[O-])CC2)c(C)c1
    -10%, -1%, 1%
> COc1ccc(S(=O)(=O)N(C)C)cc1NC(=O)Cc1cccs1
    2%, -10%, 25%
